DDE Tn7 FP inh: inhibitors of Tn7 peptide binding to human fibrin DD(E); P02675; FP displacement of FITC-Tn7 peptide from fibrin DD(E); 0% = median of compound wells per plate; inhibition, % at 8.3 µM; actives 0.13% (n = 370,000);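 active = inhibition above the mean of compounds falling within the control limits plus 3 SD of them, cut at about 14% in these data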;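 also: 0% = plate median of compound wells and 100% = 10 µM Aha-Tn7 peptide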
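Test system: human clot-derived fibrin DD(E) complex / Quantity: 2 µM final DD(E) protein / Incubation: 10 min plus 3 h, room temperature / Measured by: fluorescence polarization / Benchmarks: high control of 10 µM Aha-Tn7 peptide / Replicates: singlicate testing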
PLCb3 inh: blocks human PLC-beta3 enzyme activity | Q01970 | Purified PLC-beta3, fluorogenic substrate, fluorescence | inhibition, % at 12.2 µM | actives 0.18% (n = 370,000) | AID 720704; in the data active = inhibition above about 11%;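 also: 0% = median of compound wells on plate and 100% = full blocker control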
proKLK7 act: activators of human kallikrein-7 zymogen; P49862; actives 0.9% (n = 370,000); purified proKLK7, EDANS-DABCYL substrate fluorescence; 100% is mature enzyme control, 0% vehicle; activation, % at 7 µM;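 active = activation above the mean of all tested compounds plus 3 SD, computed per campaign excluding outliers beyond control limits, cut at about 13% in these data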
Target sequence (P49862 whole entry, looked up): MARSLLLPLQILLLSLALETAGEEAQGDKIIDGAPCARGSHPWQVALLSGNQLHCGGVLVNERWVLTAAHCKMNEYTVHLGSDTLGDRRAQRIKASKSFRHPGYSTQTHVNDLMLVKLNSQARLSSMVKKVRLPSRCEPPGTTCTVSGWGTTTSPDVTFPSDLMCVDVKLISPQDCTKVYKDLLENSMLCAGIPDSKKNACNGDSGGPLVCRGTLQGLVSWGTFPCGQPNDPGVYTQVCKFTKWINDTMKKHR
ASAP1 GAP inh: ASAP1 ArfGAP inhibition | inhibition, % at 16.5 µM | actives 0.19% (n = 360,000) | Q9ULH1 | ASAP1-stimulated ARF1 GTP hydrolysis, GDP FP detection; in the data active = inhibition above about 25%;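 also: 0% = vehicle with enzyme and substrate and 100% = no enzyme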
UHRF1 binding: human UHRF1 methylated DNA binding inhibitors; AID 687016; actives 0.75% (n = 370,000); UHRF1 binding to methylated oligo, TR-FRET; inhibition, % at 4.4 µM; in the data active = inhibition above about 21%;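 also: UHRF1 SRA domain binding a hemimethylated CpG hairpin DNA probe; 0% = median of test compound wells and 100% = reference inhibitor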
ARFGAP1 inh: rat ARFGAP1 inhibition. Arfgap1-stimulated ARF1 GTP hydrolysis, GDP FP detection. inhibition, % at 16.5 µM. actives 0.26% (n = 360,000);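 active = inhibition above a per-plate limit, mean inhibition of low control wells plus 3 SD, cut at about 25% in these data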;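 also: 0% = DMSO wells with enzyme and 100% = wells lacking Arfgap1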
Target sequence (Q62848 1-136 limits assumed): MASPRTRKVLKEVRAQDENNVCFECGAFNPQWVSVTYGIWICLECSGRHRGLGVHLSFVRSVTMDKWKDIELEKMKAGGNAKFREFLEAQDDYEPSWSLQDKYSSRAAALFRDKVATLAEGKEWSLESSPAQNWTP
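Material: rat Arfgap1 catalytic domain, aa 1-136; also added: human ARF1(Δ1-17)-GTP substrate; compound dosing: one concentration, 16.5 µM, DMSO 1.26%; incubation: GTP hydrolysis reaction 2 h at 25 °C; measured by: Tracer-displacement fluorescence polarization with EDTA stop, 620/688 nm; evaluation: % inhibition from polarization; repeats: one replicate per compound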
PLC-gamma1 inh: blocks human PLC-gamma1 enzyme activity. P19174. purified PLC-gamma1, fluorogenic substrate, fluorescence. inhibition, % at 12.2 µM. actives 0.84% (n = 370,000). AID 720700; in the data active = inhibition above about 9.5%
Rev-erbA mod: modulates human Rev-erb alpha binding to DNA | P20393 | Rev-erbα–FITC-DNA binding, fluorescence polarization, 90 min | activity, % at 10 µM | actives 0.79% (n = 370,000);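 active = activity above about 14%, limit read from the data; passing the limit was not always enough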;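 also: 0% = DMSO wells with 35 nM protein and 100% = DMSO wells with 750 nM protein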
Target sequence (P20393 whole entry, looked up): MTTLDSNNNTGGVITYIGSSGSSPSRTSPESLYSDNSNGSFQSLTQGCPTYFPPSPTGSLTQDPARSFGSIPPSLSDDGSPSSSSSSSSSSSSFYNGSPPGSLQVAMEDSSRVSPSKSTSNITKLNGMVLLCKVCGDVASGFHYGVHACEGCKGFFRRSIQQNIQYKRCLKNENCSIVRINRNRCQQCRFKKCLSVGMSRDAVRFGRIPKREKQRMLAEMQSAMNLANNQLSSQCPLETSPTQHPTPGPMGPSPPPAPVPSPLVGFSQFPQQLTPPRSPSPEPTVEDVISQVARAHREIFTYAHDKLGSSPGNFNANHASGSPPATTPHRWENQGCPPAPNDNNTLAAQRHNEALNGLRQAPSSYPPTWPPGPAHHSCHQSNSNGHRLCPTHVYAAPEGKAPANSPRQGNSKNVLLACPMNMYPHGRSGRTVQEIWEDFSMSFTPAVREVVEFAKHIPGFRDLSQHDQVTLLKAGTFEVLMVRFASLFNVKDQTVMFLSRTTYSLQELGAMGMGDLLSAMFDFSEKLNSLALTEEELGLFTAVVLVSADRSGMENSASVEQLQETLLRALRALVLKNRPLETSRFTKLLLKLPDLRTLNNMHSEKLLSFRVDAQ
Tn6 DDE FP: disrupts Tn6 cyclic peptide binding to fibrin D-Dimer-E complex | P02675 | Fibrin DD(E) TRITC-Tn6 fluorescence polarization displacement | inhibition, % at 8.3 µM | actives 0.21% (n = 370,000) | AID 720509;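 active = inhibition above a per-campaign cutoff: mean of compounds within control limits plus 3 SD, cut at about 15% in these data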;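 also: 0% = median of all compound wells on the plate and 100% = blocking peptide control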
sPLA2-III inh: Inhibits HGIII-sPLA2 liposome hydrolysis, primary screen. QFRET BODIPY PC-A2 liposome hydrolysis, fluorescence. Q9NZ20. actives 0.56% (n = 370,000). inhibition, % at 12.2 µM. AID 743126;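 active = inhibition above mean plus 3 SD of compounds lying within the high and low control bounds, cut at about 19% in these data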;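 also: 0% = median of test compound wells and 100% = no enzyme DMSO wells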
* marks the source's active call; other numbers are inactive results. A portion of the library; rates above refer to the full screens.

SMILES	DDE Tn7 FP inh	PLCb3 inh	proKLK7 act	ASAP1 GAP inh	UHRF1 binding	ARFGAP1 inh	PLC-gamma1 inh	Rev-erbA mod	Tn6 DDE FP	sPLA2-III inh
CCOc1ccc(N2C(=O)CC(=O)NC2=O)cc1	7.5	0.0	-0.1	-9.8	-3.6	-8.1	-1.9	2.1	-0.6	-7.7
CCN1C(=O)NC(=O)/C(=C\c2ccc(N3CCOCC3)cc2OC)C1=O	-8.7	-0.8	0.1	7.0	-2.4	2.2	6.8	-3.6	4.2	4.4
CCN1CCN(c2cc(N3CCCC3)c([N+](=O)[O-])cc2F)CC1	0.9	-5.5	0.6	0.2	-25.8	-4.0	-4.2	10.8	4.2	-6.4
CCC(=NCCCn1ccnc1)c1c(O)n(-c2ccccc2)c(=O)[nH]c1=O	-4.7	-7.2	0.1	-2.2	9.6	3.4	-2.0	8.0	5.5	-5.8
Cc1cccc(C(O)(C(=O)O)c2ccccc2)c1 (stereo not drawn)	0.5	1.4	-0.1	14.3	2.8	16.7	2.5	8.4	6.9	-7.1
CC12CN3CC(C)(CN(C1)C3c1cccnc1)C2=O (stereo not drawn)	5.5	0.9	0.6	-0.4	4.2	5.4	1.8	-2.8	-2.2	5.7
CC[N+]12CCC(CC1)C(=C(c1ccccc1)c1ccccc1)C2	-5.8	1.3	-0.2	4.3	1.8	8.6	2.6	0.0	-1.3	3.8
CC(=O)OC1N=C(c2ccccc2Cl)c2cc(Br)ccc2N(C)C1=O (stereo not drawn)	2.4	-3.0	0.2	4.7	1.8	-5.6	-0.8	0.6	1.1	-0.2
O=C(N/N=C/c1c(O)n(Cc2ccc(F)cc2)c(=O)[nH]c1=O)c1ccccc1O	-4.4	-67.3	-2.6	5.0	-0.4	7.9	-73.4	-1.2	-2.1	6.8
CCOc1c(Cl)cc(CNC(C)C(O)c2ccccc2)cc1OC (stereo not drawn)	-8.8	-4.2	-0.7	-9.5	2.3	-8.5	0.1	2.4	2.3	12.1
CC1N=C(c2ccccc2)c2cc(Br)ccc2NC1=O (stereo not drawn)	13.6	-0.4	0.0	-1.7	-1.5	-11.0	0.6	-1.4	12.6	-2.1
Cc1cc(OCC(=O)NCC2CCC(C(=O)O)CC2)c2c3c(c(=O)oc2c1)CCC3 (stereo not drawn)	-4.3	-31.2	0.9	6.2	-0.1	-11.7	-21.8	5.8	-3.0	11.3
O=C(CCS(=O)(=O)c1ccc(Br)cc1)N1CCC2(CC1)OCCO2	6.9	9.1	-0.3	4.6	3.6	9.2	-0.2	-4.8	0.0	9.3
C#CCOc1cc(C2C3=C(COC3=O)Nc3cc4c(cc32)OCO4)ccc1OC (stereo not drawn)	1.7	-247.0	-0.1	3.7	2.7	4.2	-234.2	-0.2	4.6	0.5
CCC(=NCc1cccnc1)c1c(O)n(-c2ccc(C)cc2)c(=O)[nH]c1=O	-10.0	-2.9	-0.6	-1.8	0.1	0.2	1.3	2.2	-7.5	-1.8
CCC12CN3CCN(CC(C3)/C1=N\O)C2	-0.6	-1.4	-0.8	1.1	0.6	-5.7	1.6	-6.5	-1.8	5.6
Cc1nc2ccc(Cl)cc2c(=O)n1-c1ccccc1Cl	-1.7	-5.3	-0.3	0.6	-0.3	4.8	1.5	-4.4	-5.8	6.3
NC(Cc1ccccc1)c1nn[nH]n1 (stereo not drawn)	1.0	1.1	-0.5	7.0	-1.2	-5.2	3.9	-3.8	2.2	-1.0
CNC(=O)Oc1ccc2c(c1)C(=O)c1ccccc1CO2	4.0	-20.9	0.1	11.0	-1.1	9.4	-18.9	-6.3	7.8	3.9
COc1c(C)cc(C(=O)C2CCCN(C3CCOCC3)C2)cc1C (stereo not drawn)	3.1	-1.3	0.2	-2.4	-3.2	5.6	2.4	-3.5	-4.0	2.9
Cc1nn(Cc2ccccc2)c(C)c1C(=O)NC1CCCc2ccccc21 (stereo not drawn)	-1.6	-1.6	-0.3	-0.3	1.6	6.9	-0.9	3.7	4.2	2.5
C#C[C@@]1(O)CCC2C3CCC4=C/C(=N/OCC(=O)NC(C(=O)NC(CC(C)C)C(=O)O)C(C)C)CC[C@]4(C)C3CC[C@@]21C (stereo partly drawn)	-3.5	-6.5	-0.2	-0.6	2.8	-0.7	-2.8	0.3	-3.1	-15.9
COc1ccccc1OP(=O)(Nc1cccnc1)Oc1ccccc1OC	-3.0	2.1	-0.5	-3.7	0.4	-4.6	0.2	5.8	-6.4	0.1
c1ccc2c(CN3CCCCCC3)c[nH]c2c1	12.8	1.1	0.3	8.7	-0.6	0.0	-1.2	1.4	-2.1	-1.4
CC1=C(C(=O)O)N2C(=O)C(NC(=O)CCCC(=O)O)C2SC1 (stereo not drawn)	-6.0	3.1	0.3	0.1	2.8	-13.5	2.4	-5.6	-4.7	3.4

Next part.
SMILES	DDE Tn7 FP inh	PLCb3 inh	proKLK7 act	ASAP1 GAP inh	UHRF1 binding	ARFGAP1 inh	PLC-gamma1 inh	Rev-erbA mod	Tn6 DDE FP	sPLA2-III inh
Cc1ccc(C2C(S(C)(=O)=O)=C(O)C(=O)N2c2ccccc2)cc1 (stereo not drawn) (tested in a mixture with another compound)	2.3	-2.7	1.1	6.6	-1.9	7.4	2.9	2.4	2.4	-4.3
C=CCn1cc(C=C2C(=O)NC(=O)NC2=O)c2ccccc21	-1.6	-8.8	0.4	-12.3	-7.3	-1.4	0.0	-4.4	-6.0	2.6
CC(C)c1ccc(C2NCc3ccccc3-n3cccc32)cc1 (stereo not drawn)	0.4	-2.2	-0.7	0.8	3.0	1.7	7.7	-5.2	-2.9	6.3
CCOc1ccc(Cl)cc1CNCCc1ccc(F)cc1	7.3	-6.5	-0.1	-1.4	0.5	-11.2	-2.2	-0.7	-8.7	3.0
O=C(c1cc(F)ccc1F)C1CCCN(Cc2cc(Cl)ccc2O)C1 (stereo not drawn)	6.2	-1.4	-0.5	-17.3	0.4	-1.6	5.8	9.3	-4.8	2.0
CN(C)C1(CNC(=O)Nc2ccc(Cl)c(Cl)c2)CCCCC1	0.8	-6.0	0.3	-2.3	0.7	-0.3	1.0	4.7	9.6	-3.0
COc1ccc(N2C(=O)NC(=O)/C(=C/c3ccc(N4CCOCC4)cc3)C2=O)cc1	-3.2	-1.0	-0.1	-1.7	-2.1	4.6	-1.9	-3.9	-0.5	-8.9
O=C(CCc1ccccc1)N1Cc2cc(-c3cccc(F)c3)ccc2-n2nncc2C1	-4.5	0.2	-0.7	3.2	1.7	5.0	2.4	-0.5	-7.3	-11.0
c1cncc(CNCCN2CCNCC2)c1	1.2	-9.9	-0.5	-13.7	0.3	-8.7	0.7	0.1	-5.4	13.2
O=C(c1cc2cc(F)ccc2[nH]1)N1CCC2(CC1)OCCO2	-7.3	-21.4	-0.4	10.0	6.2	2.8	-1.9	3.1	-3.2	1.3
COC(=O)C1=C(c2ccc(F)cc2OCc2ccccc2)C[C@@H]2CC[C@H]1N2C(=O)NCc1ccc(C)cc1	-0.9	1.0	-0.7	1.1	0.0	5.2	0.0	-1.9	-6.4	-10.8
O=c1[nH]c(=S)[nH]c(O)c1N=Nc1cccc(S(=O)(=O)N2CCOCC2)c1	-2.1	-0.7	0.2	3.9	-6.6	-10.1	2.4	-1.1	1.8	1.8
CC(C)NS(=O)(=O)c1ccc(OCC(=O)N2CCN(C)CC2)cc1	-0.6	4.0	0.0	-5.2	-1.4	-12.5	0.0	2.3	5.2	-5.3
CCC[N+]12CCC(CC1)C(=C(c1ccccc1)c1ccccc1)C2	4.5	-0.4	-0.5	8.6	-2.4	-0.3	2.7	-0.5	-3.0	12.9
CN1C(=O)C(=Cc2ccc(Sc3ccccc3)o2)C(=O)N(C)C1=S	0.1	-33.5	0.5	-0.1	5.0	7.1	-15.1	-4.3	2.6	-1.8
CN1C(=O)NC(=O)C2(Cc3ccccc3N3CCOCC32)C1=O (stereo not drawn)	4.4	3.2	-0.6	-12.3	-2.0	8.9	3.7	-5.3	-8.5	2.2
COC(=NC1CCCC1)C(O)c1c[nH]c2ccccc12 (stereo not drawn)	-5.8	-0.2	0.1	8.0	1.2	-7.0	-1.0	6.1	4.5	-5.1
CC(=O)Nc1ccccc1C(=O)OCc1ccc(F)cc1	3.8	-2.6	0.9	-6.4	0.3	2.6	1.4	1.9	1.2	0.1
O=C1CN=C(c2ccc(F)cc2)c2oc3ccccc3c2N1	1.4	-6.1	-0.1	-3.9	4.4	-1.9	-1.1	-0.4	3.0	-0.4

No new results follow: entries from further up.
SMILES	DDE Tn7 FP inh	PLCb3 inh	proKLK7 act	ASAP1 GAP inh	UHRF1 binding	ARFGAP1 inh	PLC-gamma1 inh	Rev-erbA mod	Tn6 DDE FP	sPLA2-III inh
O=C(c1cc2cc(F)ccc2[nH]1)N1CCC2(CC1)OCCO2	-7.3	-21.4	-0.4	10.0	6.2	2.8	-1.9	3.1	-3.2	1.3
COC(=O)C1=C(c2ccc(F)cc2OCc2ccccc2)C[C@@H]2CC[C@H]1N2C(=O)NCc1ccc(C)cc1	-0.9	1.0	-0.7	1.1	0.0	5.2	0.0	-1.9	-6.4	-10.8
O=c1[nH]c(=S)[nH]c(O)c1N=Nc1cccc(S(=O)(=O)N2CCOCC2)c1	-2.1	-0.7	0.2	3.9	-6.6	-10.1	2.4	-1.1	1.8	1.8
CC(C)NS(=O)(=O)c1ccc(OCC(=O)N2CCN(C)CC2)cc1	-0.6	4.0	0.0	-5.2	-1.4	-12.5	0.0	2.3	5.2	-5.3
CCC[N+]12CCC(CC1)C(=C(c1ccccc1)c1ccccc1)C2	4.5	-0.4	-0.5	8.6	-2.4	-0.3	2.7	-0.5	-3.0	12.9
CN1C(=O)C(=Cc2ccc(Sc3ccccc3)o2)C(=O)N(C)C1=S	0.1	-33.5	0.5	-0.1	5.0	7.1	-15.1	-4.3	2.6	-1.8
CN1C(=O)NC(=O)C2(Cc3ccccc3N3CCOCC32)C1=O (stereo not drawn)	4.4	3.2	-0.6	-12.3	-2.0	8.9	3.7	-5.3	-8.5	2.2
COC(=NC1CCCC1)C(O)c1c[nH]c2ccccc12 (stereo not drawn)	-5.8	-0.2	0.1	8.0	1.2	-7.0	-1.0	6.1	4.5	-5.1
CC(=O)Nc1ccccc1C(=O)OCc1ccc(F)cc1	3.8	-2.6	0.9	-6.4	0.3	2.6	1.4	1.9	1.2	0.1
O=C1CN=C(c2ccc(F)cc2)c2oc3ccccc3c2N1	1.4	-6.1	-0.1	-3.9	4.4	-1.9	-1.1	-0.4	3.0	-0.4

Source: PubChem
